High-throughput results (PubChem BioAssay)
Pf Dd2 growth: inhibitors of Plasmodium falciparum Dd2 growth; P. falciparum Dd2 growth, SYBR Green, 72 h; Potency, µM (doses to about 28.9 µM), inactives show at the top dose activity, negative = inhibition, usual class: inhibitors; actives 4.3% (n = 120,000); AID 1347417; active = well fitted inhibition curve with a large enough effect; inconclusive = small, poorly fitted or top-dose-only effect; inactive = no such curve, though single readings can be large or run the other way;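 also: plate controls were DMSO vehicle for no effect and reference drug for full effect; nearly all actives have a fitted effect of over 65% in size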
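Readout: SYBR Green fluorescence, 485 nm excitation, 535 nm emission, after ~16 h lysis at 37C. Before that, Dd2-infected red cells (2.5% hematocrit) grew 72 h with compound, 29 uM top final concentration.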
* = called active by the depositor; i = inactive; ? = inconclusive; [ ] = dose if it differs, or a comment. Potency is read from the fitted curve at half-maximal effect. These rows are one share of the data; the hit share may differ from the screen's.

SMILES	Pf Dd2 growth
CC1(c2cccnc2)N(CCOc2ccccc2)C(=O)OC12CCN(C(=O)c1cccc(Cl)c1)CC2 (configuration not stated)	?
O=C(Nc1ccc(F)cc1)C1CCN(S(=O)(=O)c2ccc3c(c2)CCCN3C(=O)C2CCC2)CC1	i
COc1ccc(-c2noc(CC3CCN(C(=O)c4cc(OC)cc(OC)c4)CC3)n2)cc1	?
O=C(Nc1cccc(C(F)(F)F)c1)O[C@@H]1CO[C@H]2[C@@H]1OC[C@@H]2n1cc(-c2ccccn2)nn1	10µM*
CCN1C(=O)C2(CCN(S(=O)(=O)c3ccc(C(C)C)cc3)CC2)c2ccccc21	?
O=C(c1ccoc1)N1CC(c2nnc(-c3ccncc3)o2)C2(CCOCC2)C1 (configuration not stated)	5%
CCCSCCCNC(=O)C1CCN(c2nn3cc(-c4ccc(F)cc4)nc3s2)CC1	-4%
C=CCC(=O)N(CC1CCN(CCc2ccccc2C)CC1)C1CCCC1	?
Cn1cc(CN2CC[C@@H](c3ccc4c(c3)OCO4)[C@H](O)C2)c2ccccc21	8.9µM*
CCOC(=O)NC1(C(F)(F)F)NC(=O)N(c2ccc(C)c(C)c2)C1=O (configuration not stated)	17%
CN(CC[C@H]1CN(C(=O)C(C)(C)C)CC[C@H]1CC(=O)O)c1ccccc1	i
Cc1nn(C(=O)CCCC(=O)N2CCC(c3nc(C4CCOCC4)no3)CC2)c2ccccc12	i
CCCN1CCCC12Cc1ccccc1CN(C(=O)CC)C2 (configuration not stated)	?
Cc1cc(C)n(C(C)CC(=O)Nc2ccc(Cl)cc2C)n1 (configuration not stated)	51%[activator][5.79 µM]
CCN1C(=O)CN(C(=O)C2CCCC2)CC12CCOCC2	-9%
O=C(Nc1ccc(F)cc1F)c1ccc(-n2cnc3cccnc32)cc1	13%
Cc1cc(C)c(NC(=O)Nc2csc3c2CCCC3)c(C)c1	86%[activator][5.79 µM]
CCOC(=O)C1CCN(C(=O)c2cc3c(n2C)CCN(Cc2ccccc2)C3)CC1	1.6µM*
Cc1cccc(NS(=O)(=O)c2nnc(NC(=O)C3CCCCC3)s2)c1	10%
COCCNC(=O)[C@@H]1C[C@H](Oc2ccccc2)CN1C(=O)c1cccnc1C	26%
O=S(=O)(c1ccccc1Cl)N1CCCC1c1nncn1Cc1ccncc1 (configuration not stated)	-2%
O=S(=O)(c1cnc[nH]1)N1CCC(c2nc(-c3ccccc3)no2)C1 (configuration not stated)	7%[5.79 µM]
Cc1ccc(CNC(=O)c2c(Nc3ccccc3C)sc(C(=O)c3ccc(F)cc3)c2N)cc1	-17%
COc1ccc(-n2c(=O)c3ccccc3n(CC(=O)NCCc3ccccc3)c2=O)c(OC)c1	9%
O=C(O)CCn1ncc2cc(OC3CCN(C(=O)C4CCCC4)CC3)ccc21	i
O=C(Nc1cccc(C(F)(F)F)c1)O[C@@H]1CO[C@H]2[C@@H]1OC[C@@H]2n1nnnc1-c1ccccc1	?
CCCCOc1ccc(-c2nc(C3CC(=O)N(c4ccc(OC)cc4)C3)no2)cc1 (configuration not stated)	-15%
Cc1ccc(N2C(=O)CSC23CCN(C(=O)C2CC2)CC3)cc1	3%
COc1ccccc1CNC(=O)CCC1N=C2c3ccccc3N=C(SCC(=O)Nc3ccc(N(C)C)cc3)N2C1=O (configuration not stated)	1%
CN1CCC(N[C@@H]2CO[C@H](CNC(=O)Nc3ccccc3)[C@H]2O)CC1	19%[44.1 µM]
CS(=O)(=O)N1CCCN(C(=O)CN2CCCC2=O)CCNC(=O)CC1c1ccccc1 (configuration not stated)	-25%
COCC(=O)NC[C@H]1OC[C@@H](NCc2cccc(C#N)c2)[C@@H]1O	-3%[44.1 µM]
CCCN1CCN(CCCNC(=O)c2cnn(-c3ccc(F)cc3)c2-n2cccc2)CC1	?
CCOC(=O)C1(Cc2cccc(OC)c2)CCCN(C(=O)CSc2ccncc2)C1 (configuration not stated)	?
O=C(CCC1CCN(S(=O)(=O)c2ccccc2F)CC1)NCCCN1CCOCC1	-16%
CCNC(=O)N1CCCCCCNC(=O)[C@@H]2C[C@@H](c3nc(Cc4ccccc4)no3)C[C@@H]21	i
Cn1cc(CN2C[C@H](C(=O)Nc3ccc(F)cc3)C[C@@H]2c2cccc(C(F)(F)F)c2)cn1	i
O=C(c1cc2ccccc2oc1=O)N1CCN(c2ccc(F)cc2)CC1	19%
COc1ccc(NC(=O)Cn2ccn(-c3ccccc3)c(=O)c2=O)cc1	10%
Cn1c(SCC(=O)Nc2ccc(F)cc2)nc2c([nH]c3ccccc32)c1=O	17%
COc1ccc(C(=O)N2CCC(N3C(=O)CCC3C(=O)NCc3ccccc3)CC2)c(C)c1 (configuration not stated)	3%
CCN(c1ccccc1)S(=O)(=O)c1ccc(NC(=O)c2cc(=O)c3cc(C)cc(C)c3o2)cc1	30%
COc1ccc(-c2cn3nc(N4CCCC(C(=O)NCc5ccccc5C)C4)sc3n2)cc1 (configuration not stated)	i
Cc1ccc(C2Cn3cnc(C(=O)N4CCC(C(=O)NC5CCCC5)CC4)c3CO2)cc1 (configuration not stated)	i
CCNC(=O)NCC1c2cc(OC)c(OC)cc2CCN1C(=O)Nc1ccccc1OC (configuration not stated)	i
O=C(c1cccnc1)N1C[C@@H]2OCC(=O)N(c3ccccc3)[C@@H]2C1	-8%[44.1 µM]
CN1CCN(c2nc3c(s2)CN(C(=O)CCC2CCCC2)CC3)CC1	i
CC(C)(C)NC(=O)Cn1ccn2nc(-c3ccc(F)cc3)c(CO)c2c1=O	-2%
O=C1NCc2ccccc2CC12CCN(Cc1ccsc1)C2 (configuration not stated)	-1%
Cc1ccc(NC(=O)c2oc3ccccc3c2NC(=O)c2ccc(F)c(F)c2)cc1	?
COc1ccc(Br)cc1C(=O)Nc1cccc2ccc(C)nc12	35%[activator]
OC[C@@H]1CN(Cc2ccccc2F)C[C@H]1c1nc(-c2ccncc2)no1	?
CC(Cc1cnccn1)NC(=O)c1ccc2nc(-c3ccc(F)cc3)cn2c1 (configuration not stated)	-17%
O=C(CCC1CCN(S(=O)(=O)c2ccc(F)cc2)CC1)NCc1nc2ccccc2[nH]1	-9%
CCCN(CC1CCOC1)S(=O)(=O)c1ccc(C)c(Cl)c1 (configuration not stated)	2%[5.79 µM]
COCCn1cc(CN2CCN(c3ccccc3F)CC2)ccc1=O	16%
COc1ccc2cc(C(=O)N3CCc4nn(C)c(=O)n4CC3)[nH]c2c1	21%
O=S(=O)(N1CCCC1)N1CCOC(Cc2cccc(C(F)(F)F)c2)C1 (configuration not stated)	-24%
COc1ccc2nc(NS(=O)(=O)c3ccc(C)cc3)c(Nc3cc(Cl)ccc3OC)nc2c1	?
COc1cc(CNC(=O)[C@H]2CCC[C@H]2NC(=O)c2ccc(OC)nc2)cc(OC)c1	?

Additional compounds:
SMILES	Pf Dd2 growth
O=C(C1CCN(C(=O)N2CC3CC(C2)[C@H]2CCCC(=O)N2C3)CC1)N1CC=C(c2ccccc2)CC1 (some centres not stated)	i
CCCCNC(=O)c1c(OCC(C)C)cc(=O)n2c1CCCCC2	2%
Cc1cn2c(=O)cc(COc3cccc(NC(=O)c4ccccc4Cl)c3)nc2s1	i
COc1ccc(Nc2ncc3c(n2)CCN(Cc2ccc(Br)s2)C3)c(OC)c1	10µM*
COCC1CN(C2CCC2)CC12CCN(Cc1ccc(OC)c(OC)c1)CC2 (configuration not stated)	i
CCOc1ccc(CNC(=O)CCC(=O)N2Cc3ccccc3Oc3ncccc32)cc1	?
CCOC(=O)c1cccc(NC(=O)Cn2c(=O)c3cccn3c3ccccc32)c1	-23%
Cc1nc(N2CCCCC2)n(CC(=O)Nc2cccc(Cl)c2)c(=O)c1C	?
O=C(CC1C(=O)OCCN1Cc1ccccc1)Nc1cccc(C(F)(F)F)c1 (configuration not stated)	38%[activator]
O=C1CCCN1CC1CCCN(Cc2cc(F)ccc2-n2cccn2)C1 (configuration not stated)	?
FC(F)(F)c1cccc(-c2cc(-c3cccnc3)c3cncn3c2)c1	?
COc1cccc(NC(=O)CSc2nc(-c3ccccc3)nc3c2Cc2cc(Cl)ccc2O3)c1	25%
COc1cccc(S(=O)(=O)N2CCC(c3noc(-c4cnccn4)n3)C2)c1 (configuration not stated)	14%[5.79 µM]
Cc1ccc(CNC(=O)CS(=O)(=O)Cc2nc(-c3ccccc3C)oc2C)cc1	28%
CC(C)CNC(=O)C(C)(C)Oc1nn(C(C)C)c2ccc(CN3CCOCC3)cc12	?
COc1ccccc1NC(=O)CN1CCCN(S(=O)(=O)c2ccc(Br)cc2)CC1	14%
O=C(Cn1c(=O)ccc2cc(S(=O)(=O)N3CCCC3)ccc21)NCc1ccc(Cl)cc1	1%
Cc1cccc(C)c1NC(=O)NCCc1c[nH]c2ccccc12	21%
CS(=O)(=O)c1ccc(CN2CCC[C@H]2c2nc(-c3ccc(-c4ccncc4)nc3)no2)cc1	?
COc1ccc(CCC(=O)N2CC[C@H](CO)[C@H](NC(=O)C3CC3)C2)cc1	-1%
COc1ncc(CN2CCc3c(n(Cc4cccnc4)n(-c4ccccc4)c3=O)C2)cn1	39%[activator][44.1 µM]
CCS(=O)(=O)N1CCC2(CCC(=O)N(CC3CC3)CC2)CC1	-7%
COc1ccc(N2CCN(C(=O)NCc3noc4ccccc34)CC2)cc1	-7%
O=C(Cc1ccccc1)NCC1CCCCC(=O)N1 (configuration not stated)	-7%
Cc1cc(F)ccc1OC1CN([S+](=O)([O-])c2ccccc2)C1	i
CN1CCC(N2C[C@@H]3C[C@H](C2)c2ccc(-c4ccc(OC(F)(F)F)cc4)c(=O)n2C3)CC1	i
Cc1cc(C)cc(NC(=O)Cn2c(=O)n(-c3cc(C)cc(C)c3)c(=O)c3oc4ccccc4c32)c1	-24%
CCOc1ccc2c(n1)CCN(C(=O)Cc1cccc(OC)c1)C2	?
O=C1NCC2(CCN(CC3CCCCC3)CC2)Oc2ccccc21	3%
CCOC(=O)C1CCN(C(=O)c2cc(-c3ccncc3)cn2Cc2ccc(C)cc2)CC1	?

Retrieved one by one from above, 2 records:
SMILES	Pf Dd2 growth
O=C1NCC2(CCN(CC3CCCCC3)CC2)Oc2ccccc21	3%
COc1ccccc1NC(=O)CN1CCCN(S(=O)(=O)c2ccc(Br)cc2)CC1	14%

(listing goes on)
SMILES	Pf Dd2 growth
Cc1ccccc1C(=O)N1C(C(=O)N2CCCC2)COC12CCN(C(=O)Cc1ccccc1)CC2 (configuration not stated)	-14%
O=C(CCc1ccccc1)NCC(=O)N1CCCCCNC(=O)CC1c1ccccc1 (configuration not stated)	-21%
CCOC(=O)C1CCN(CC(=O)Nc2cc(C)c3c(=O)oc4ccccc4c3n2)CC1	22%
CSc1ccc(CNC(=O)CCn2ccc3cc(S(=O)(=O)N4CCCC4)ccc32)cc1	i
COc1ccc(C(=O)N[C@@H]2CCC[C@@H]2C(=O)NCc2ccccn2)cc1	?
Cc1cc(C)c2nc(N3CCCC(C(=O)NCc4ccccc4F)C3)sc2c1 (configuration not stated)	3%
O=C(Nc1cccc(C(F)(F)F)c1)N1CCCC(Cn2cnc3cccnc32)C1 (configuration not stated)	?
COc1ccc(-c2nsc(NC(=O)c3oc4cc(C)c(C)cc4c3C)n2)cc1	i
COc1ccccc1CNC(=O)CCCCn1c(=O)c2ccccc2n(CC(=O)Nc2cc(Cl)ccc2C)c1=O	?
Cc1noc(-c2cn(C3CCN(C(=O)c4cccc(Br)c4)CC3)nn2)n1	-23%
CCc1cc(NCCNC(=O)c2ccccc2Cl)n2nccc2n1	4%
O=C(CSc1nc2ncccc2o1)Nc1cccc(C(F)(F)F)c1	?
Cc1ccc(S(=O)(=O)c2[nH]c(-c3ccccc3)nc2SCC(N)=O)cc1	64%[activator][0.594 µM]
CCN1C(=O)Cc2ccccc2C1C(=O)NCc1ccccc1Br (configuration not stated)	-7%
O=C(CCn1c(=O)c2cccn2c2ccc(F)cc21)NCc1ccccc1F	-3%
COc1ccc(N2CC(C(=O)NCCc3ccc(F)cc3)NC2=O)cc1 (configuration not stated)	-17%
COCC1CN(C(C)=O)CC12CCN(S(=O)(=O)C(C)C)CC2 (configuration not stated)	16%
COc1cccc(CNC(=O)CCS(=O)(=O)c2ccc3c(c2)oc(=O)n3C)c1	-5%
Cn1cc(C(=O)N2CCCCCCNC(=O)[C@@H]3CCC[C@@H]32)cn1	11%
Cc1cn2c(=O)cc(COC(=O)c3ccc(NC(=O)c4ccccc4C)cc3)nc2s1	31%[activator]
Cc1ccc(Cl)cc1N1CCN(C(=O)c2cccn2-c2nnc(N3CCCCC3)s2)CC1	i

Structural class: the compounds so far with a Cl atom.
SMILES	Pf Dd2 growth
CC1(c2cccnc2)N(CCOc2ccccc2)C(=O)OC12CCN(C(=O)c1cccc(Cl)c1)CC2 (configuration not stated)	?
Cc1cc(C)n(C(C)CC(=O)Nc2ccc(Cl)cc2C)n1 (configuration not stated)	51%[activator][5.79 µM]
O=S(=O)(c1ccccc1Cl)N1CCCC1c1nncn1Cc1ccncc1 (configuration not stated)	-2%
CCCN(CC1CCOC1)S(=O)(=O)c1ccc(C)c(Cl)c1 (configuration not stated)	2%[5.79 µM]
COc1ccc2nc(NS(=O)(=O)c3ccc(C)cc3)c(Nc3cc(Cl)ccc3OC)nc2c1	?
Cc1cn2c(=O)cc(COc3cccc(NC(=O)c4ccccc4Cl)c3)nc2s1	i
Cc1nc(N2CCCCC2)n(CC(=O)Nc2cccc(Cl)c2)c(=O)c1C	?
COc1cccc(NC(=O)CSc2nc(-c3ccccc3)nc3c2Cc2cc(Cl)ccc2O3)c1	25%
O=C(Cn1c(=O)ccc2cc(S(=O)(=O)N3CCCC3)ccc21)NCc1ccc(Cl)cc1	1%
COc1ccccc1CNC(=O)CCCCn1c(=O)c2ccccc2n(CC(=O)Nc2cc(Cl)ccc2C)c1=O	?
CCc1cc(NCCNC(=O)c2ccccc2Cl)n2nccc2n1	4%
Cc1ccc(Cl)cc1N1CCN(C(=O)c2cccn2-c2nnc(N3CCCCC3)s2)CC1	i
